# All columns: NCI-60 one-dose screen, growth in % after 48 h at 10 µM unless noted; 100 = growth as untreated, 0 = no growth, -100 = all killed.
# UACC-62 – UACC-62 melanoma. actives 5.4% (n = 81,000)
# EKVX – EKVX NSCLC | actives 3% (n = 71,000) | AID 1794765
# A549/ATCC – A549/ATCC NSCLC. actives 3.7% (n = 81,000). AID 1794740
# HOP-62 – HOP-62 NSCLC; actives 3.9% (n = 80,000)
# M14 – M14 melanoma | AID 1794745 | actives 6.2% (n = 80,000)
# HOP-92 – HOP-92 NSCLC cells; actives 6.3% (n = 71,000); AID 1794738
# CCRF-CEM – CCRF-CEM leukemia | actives 7% (n = 77,000) | AID 1794778
# RPMI-8226 – RPMI-8226 leukemia cells; actives 7.5% (n = 77,000); AID 1794781
# Starred values were filed as active, the others as inactive; nt = not tested or not shown; & = joins results of further samples; ! = repeats disagree. The calls were made as follows: active = growth percent below 10; inactive = the rest.
SMILES,UACC-62,EKVX,A549/ATCC,HOP-62,M14,HOP-92,CCRF-CEM,RPMI-8226
COc1ccc(-c2nc(Nc3ccc(F)cc3)nc(Nc3ccc4c(c3)nc(C)n4Cc3ccccc3)n2)cc1,nt,nt,32.0,53.3,38.9,39.7,-6.2*,-17.7*
O=c1c2ccccc2nc(SCCN2CCCCC2)n1CCc1ccccc1,97.8,70.7,87.9,89.0,102.8,nt,nt,nt
N#Cc1n[nH]n2c1nc(=O)c1c3c(sc12)CCCC3,89.5,96.5,91.6,99.5,104.5,nt,80.7,95.4
CCCCCC1(C(OC)OC)NC(=O)N(C)C1=O (configuration not stated),102.5,105.6,85.0,105.4,97.8,107.1,104.1,109.4
CC(=O)N(C(C)=O)c1cccc(N(Cc2ccccc2)Cc2ccccc2)c1,83.5&72.4,72.5&81.1,72.3&94.9,101.6&97.3,97.3&93.7,79.6&77.8,77.9,73.7&69.2
NC(N)=NN=C(c1ccccc1)c1ccccc1,54.8,65.3,50.8,28.6,-6.8*,60.7,27.7,25.0
C/C(=N\Nc1ncc(-c2ccc(Cl)cc2)s1)c1cc2ccccc2o1,85.6,90.5,89.6,73.2,99.7,90.1,102.0,100.4
S=c1[nH]cnc2sc(Nc3ccccc3)nc12,74.6,92.4,103.1,84.9,109.1,92.2,90.9,64.3
COc1cccc(OC)c1[N+](=O)[O-],107.9,nt,nt,105.3,103.7,100.0,105.9,108.2
O=C(Nc1ccccc1)c1ccco1,104.5,nt,97.9,101.0,97.0,98.8,107.1,104.5
CSc1n[nH]c(-c2cccs2)n1,106.0,nt,97.5,96.1,111.9,97.6,nt,98.4
CCCCOc1nc2c(C)cccc2cc1/C=C/C(=O)c1c(O)c2ccccc2oc1=O,93.3,94.2,88.3,81.1,85.6,102.5,72.7,93.3
COc1ccc(NC(=O)c2ccc3c(c2)nc(-c2ccc(Cl)cc2)n3-c2cc(C(C)(C)C)[nH]n2)cc1,79.6,nt,79.7,106.5,82.3,59.3,nt,90.2
Clc1ccccc1/C=N\Nc1ccccn1,85.3,76.2,93.6,83.8,123.9,83.9,95.1,93.1
O=C(CSc1nc(-c2ccccc2)[nH]c1S(=O)(=O)c1ccccc1)NCc1ccc(Cl)cc1,72.4,83.8,69.0,90.7,89.3,76.0,95.7,57.3
CC[C@@H](c1ccc(O)cc1)[C@@H](CC)c1ccc(O)cc1,72.6,92.6,99.0,100.2,103.3,82.2,104.3,106.4
Cc1cc2c(c(C)c1Cl)C(=O)/C(=C/c1ccccc1)O2,91.4,81.5,93.1,91.6,91.0,100.0,105.1,96.4
Nc1nc(-c2ccccc2)[nH]c(=O)n1,102.9,nt,99.6,95.6,100.3,95.7,nt,116.6
COc1nccnc1NS(=O)(=O)c1ccc(NC2=C(Cl)C(=O)c3nc(C)ccc3C2=O)cc1,100.9,88.2,104.7,101.2,112.3,115.6,97.0,94.5
CC(CC(C#N)N(C)c1ccccc1)CC(C)(C)C (configuration not stated),94.1,119.5,103.9,90.5,nt,nt,97.4,101.7
Cn1c(=O)c2[nH]c(=S)n(Cc3ccccc3)c2n(C)c1=O,91.8,125.4,95.2,70.0,99.7,91.8,113.2,118.6
COc1ccc(/C=N\NC(=O)c2cnn(CC(O)c3ccccc3)c2N)cc1OCc1ccc(Cl)cc1 (configuration not stated),81.1,79.1,62.9,84.1,68.4,86.0,72.6,65.5
O=C(Oc1ccc(OC(=O)c2ccc(Cl)cc2)cc1)c1ccc(Cl)cc1,106.9,116.0,106.9,109.8,105.7,nt,103.8,107.8
Oc1ccc(/C=C/c2ccccc2)cc1,53.4&56.3,107.6&76.9,59.9&76.1,87.9&109.1,73.4&68.0,95.7,33.3&33.5,81.8&61.3
Cc1ccc2nc(CCS)[nH]c2c1,98.7,94.8,109.4,116.4,108.9,113.5,nt,97.9
O=C(Nc1ccccc1Cl)Oc1c(Cl)c(Cl)c(Cl)c(Cl)c1Cl,91.3&90.4,93.1&78.8,95.3&98.1,94.0&84.0,100.1&94.1,100.4&54.6,85.8&99.7,93.2&95.7
O=C1C2C3CCC(O3)C2C(=O)N1c1nccs1 (configuration not stated),102.0,122.7,102.5,99.9,106.6,nt,93.2,99.9
O=C1Nc2ccc([N+](=O)[O-])cc2/C1=N/c1n[nH]c(=S)s1,95.5,98.7,98.0,95.2,102.4,98.5,103.7,99.9
N=Nc1nc(-n2c(O)ccc2O)n[nH]1,102.3,108.4,108.4,108.0,nt,124.2,110.6,108.1
C/C(Cc1ccccc1)=N/Nc1ccc([N+](=O)[O-])cc1[N+](=O)[O-],79.8,109.6,86.0,116.4,105.3,98.9,51.9,102.7
C=CCn1c(SCC(=O)Nc2ccc(OC)cc2)nnc1-c1cc(-c2ccc(S(C)(=O)=O)cc2)nc2ccccc12,88.2,66.1,91.0,88.1,100.2,75.3,76.8,60.2
CCN(CC)CC(=O)Nc1ccc2ncnc(Nc3ccc(Oc4cccc(F)c4)c(Cl)c3)c2c1,86.9,42.8,55.7,80.4,-33.8*,39.5,46.8,27.6
N#Cc1ccc(NC(=O)CSc2ccc(-c3ccccc3)nn2)cc1,55.0,72.4,80.1,99.3,82.3,78.6,81.6,64.3
COC(=O)/C=C\C=C(\CBr)C(=O)OC,103.2,nt,98.4,101.7,100.5,nt,81.8,103.4
Cc1ccc(O)c(NC(=O)c2ccccc2Nc2ccnc(C(F)(F)F)c2)c1,76.3,97.7,102.0,100.2,107.4,86.1,88.5,69.7
CCOc1ccc(Nc2c3ccccc3nc3ccccc23)cc1,31.8&18.9&84.8,42.1&42.8,21.0&12.3&87.5,42.1&37.1&92.5,40.4&19.4&95.0,-4.4*!,4.9*!,-19.7*!
CCN1C(=O)/C(=c2\sc3n(c2=O)C2C(NN=3)N(CC)C(=S)N2CC)c2ccccc21 (configuration not stated),97.8,96.9,105.8,79.2,96.2,99.2,nt,105.1
Cc1cc(C)nc(NS(=O)(=O)c2ccc(N/C(N)=N/c3nccc(-c4cccs4)n3)cc2)n1,96.3,83.5,99.7,83.0,106.4,106.8,95.0,87.0
Nc1ccc(Cl)c(S(=O)(=O)O)c1,101.9,106.4,106.3,100.1,98.9,105.6,105.8,111.3
CCCC1OC(C)C(C)O1 (configuration not stated),104.4,95.7,99.7,105.4,105.1,85.9,104.8,106.0
N#CC1CCc2c(c(-c3ccc4nc(N)sc4c3)nc3ccc4[nH]ncc4c23)C1 (configuration not stated),36.2,64.8,46.0,54.5,19.8,70.3,42.6,43.4
Cc1cc2c(cc1-c1cc(/C=C/C(=O)O)ccc1O)C(C)(C)C=CC2(C)C,105.6,91.5,80.6,96.2,95.1,82.2,88.5,78.1
CCNC(N)=O,97.7,nt,96.4,105.9,97.4,81.3,nt,102.6
COc1ccc(NNc2c(N)nn3c(-c4ccc(OC)c(OC)c4)c(C#N)c(N)nc23)cc1,94.3,93.5,98.4,101.4,103.6,115.6,94.6,100.5
O=C(CSc1nnc2n1N=C(c1ccc(Cl)cc1)CS2)c1ccc(Cl)cc1,69.9,95.3,63.0,55.5,77.2,76.2,79.6,81.6
Cc1nn(-c2ccc(F)cc2)c2nc(N)nc(N)c12,nt,93.8,102.0,108.4,102.9,98.4,116.8,103.7
CCCCCCC(C)NCCO (configuration not stated),100.5,108.3,87.8,97.9,105.9,92.3,97.2,95.4
CC[C@]12CN3CCc4c([nH]c5ccccc45)[C@@](C(=O)OC)(c4cc5c(cc4OC)N(C)[C@H]4[C@@](O)(C(=O)OC)[C@H](OC(C)=O)[C@]6(CC)C=CCN7CC[C@]54[C@@H]76)CC(C3)[C@H]1O2 (some centres not stated),26.6,28.4,20.9,50.9,-29.3*,9.3*,5.4*,20.5
O=[N+]([O-])c1ccc(Cl)cc1/C=N\Nc1ccccn1,92.4,73.5,63.2,93.0,103.9,68.1,91.4,68.1
CC(C)(CO)C(O)C(=O)NN (configuration not stated),nt,nt,103.2,107.4,93.2,nt,99.5,102.7
COc1ccc(-c2nc(SCC(C)C)nc(NCCO)c2C#N)cc1,89.8,85.5,75.6,nt,106.7,83.7,88.6,93.3
Cc1cc(C)cc(C(C)(C)C)c1,101.3,95.9,104.6,96.4,nt,97.2,110.7,94.8
Cc1nc2ccc(OCc3cn(Cc4ccccc4)nn3)cc2c(=O)n1Cc1ccccc1,74.3,88.0,79.8,92.9,99.5,77.7,76.7,70.1
C#CC(OC(=O)NC1CCCCC1)(c1ccccc1)c1ccccc1,92.4,100.5,97.0,87.4,92.6,61.1,68.7,nt
CN(C)c1ccc(/C=N/C2=NNC(C)(c3ccccc3O)N2C(Cc2c[nH]c3ccccc23)C(=O)O)cc1 (configuration not stated),85.2,75.3,90.3,65.6,92.7,78.1,100.4,86.8
Cc1ccccc1NC(=O)C(=O)C(C1OC(=O)c2ccccc21)[N+](=O)[O-] (configuration not stated),100.6,106.8,90.6,nt,93.8,112.0,95.6,103.3
C=C(C)C1CC(O)C2(C)CCCC3C2C1CC(C)C3(C)CC/C(C)=C/C(O)C1CCC(=O)c2c(OC)cc(OC)cc21 (configuration not stated),36.5,nt,30.8,46.7,72.7,58.5,25.7,6.1*
N=C1N=C(SCc2nc3ccccc3[nH]2)NC(=O)/C1=C/c1ccccc1,96.2,103.7,111.6,123.5,110.9,nt,102.5,101.1
COc1cc(/C(C)=C(\c2ccc(Cl)cc2)c2ccc(OCCN3CCCCCC3)cc2)ccc1F,83.8,81.1,70.3,90.3,82.0,72.5,49.3,51.0
Cc1c(C(c2ccccc2)c2ccccc2)ccc(C(c2ccccc2)c2ccccc2)c1N,79.4,84.9,86.0,103.0,103.0,70.4,92.6,85.0
# (list continues)
SMILES,UACC-62,EKVX,A549/ATCC,HOP-62,M14,HOP-92,CCRF-CEM,RPMI-8226
COc1ccc(-c2nc(SCc3cc(=O)oc4cc(C)cc(C)c34)[nH]c(=O)c2C(=O)NC(C)(C)C)cc1,99.7,108.0,97.0,80.3,96.1,95.8,102.0,102.9
Cn1c(N)c(NC(=O)CC#N)c(=O)n(C)c1=O,93.0,106.5,97.5,99.9,104.4,118.5,99.8,108.5
CCOC(=O)c1nnn(Cc2cc(=O)oc3c2ccc2ccccc23)c1C,98.7,105.3,102.3,105.5,98.1,98.8,88.2,102.9
CCCCCCCCCC1(C)NC(=O)NC1=O (configuration not stated),92.5,101.0,99.8,101.5,109.8,76.2,99.7,98.0
C(=N\N1CCCCCC1)/c1c2ccccc2cc2ccccc12,96.6,81.7,88.5,94.2,108.8,60.0,75.2,74.9
CCCN(CCC)/N=C/c1c2c(O)c3c(O)c(C)c4c(c3c1O)C(=O)C(C)(O/C=C/C(OC)C(C)C(OC(C)=O)C(C)C(O)C(C)C(O)C(C)/C=C/C=C(C)C(=O)N2)O4 (configuration not stated),70.3,76.8,60.2,100.6,96.9,88.1,67.7,55.2
O=C(OCC1CC2(Cl)C(Cl)=C(Cl)C1(Cl)C2(Cl)Cl)C1C(C(=O)OCC2CC3(Cl)C(Cl)=C(Cl)C2(Cl)C3(Cl)Cl)C2(Cl)C(Cl)=C(Cl)C1(Cl)C2(Cl)Cl (configuration not stated),107.0,nt,102.8,108.0,98.5,nt,nt,103.0
COC(=O)[C@H](O)[C@@H](N)Cc1ccccc1,89.0,94.2,101.5,98.7,105.0,100.2,100.2,104.9
Cc1ccc(N/N=C/c2ccc([N+](=O)[O-])cc2)cc1C,65.1,90.4,80.7,95.0,94.2,115.7,55.7,92.5
CCOc1ccc(C(=O)Nc2sc3c(c2C(N)=O)CCC3)cc1,112.6,99.0,97.8,109.6,111.9,69.7,103.3,95.1
O=C(Nc1cccc(Cl)c1)OCC#CCOC(=O)Nc1cccc(Cl)c1,86.4,nt,78.2,99.4,94.0,nt,84.8,83.8
CCN(CC)S(=O)(=O)c1ccc(-c2nc(C(Cl)Cl)nc3cc(-c4ccc(F)cc4)nn23)cc1,54.2,32.0,17.8,10.3,47.1,-3.4*,73.9,6.4*
CS(=O)(=O)Nc1cc(-c2ccc3ncnc(Nc4cccc(Cl)c4F)c3c2)cnc1Cl,8.4*,44.7,67.4,54.7,50.1,13.3,30.4,nt

# Record cards (already shown):
# `CCOC(=O)c1nnn(Cc2cc(=O)oc3c2ccc2ccccc23)c1C` in the list: UACC-62 = 98.7; EKVX = 105.3; A549/ATCC = 102.3; HOP-62 = 105.5; M14 = 98.1; HOP-92 = 98.8; CCRF-CEM = 88.2; RPMI-8226 = 102.9
# `CS(=O)(=O)Nc1cc(-c2ccc3ncnc(Nc4cccc(Cl)c4F)c3c2)cnc1Cl` in the list: UACC-62 = 8.4*; EKVX = 44.7; A549/ATCC = 67.4; HOP-62 = 54.7; M14 = 50.1; HOP-92 = 13.3; CCRF-CEM = 30.4; RPMI-8226 = nt
# `COc1ccc(-c2nc(SCc3cc(=O)oc4cc(C)cc(C)c34)[nH]c(=O)c2C(=O)NC(C)(C)C)cc1` in the list: UACC-62 = 99.7; EKVX = 108.0; A549/ATCC = 97.0; HOP-62 = 80.3; M14 = 96.1; HOP-92 = 95.8; CCRF-CEM = 102.0; RPMI-8226 = 102.9

# 3 compounds already listed, sorted by heavy-atom count, smallest number first.
SMILES,UACC-62,EKVX,A549/ATCC,HOP-62,M14,HOP-92,CCRF-CEM,RPMI-8226
O=C1C2C3CCC(O3)C2C(=O)N1c1nccs1 (configuration not stated),102.0,122.7,102.5,99.9,106.6,nt,93.2,99.9
COc1ccc(NC(=O)c2ccc3c(c2)nc(-c2ccc(Cl)cc2)n3-c2cc(C(C)(C)C)[nH]n2)cc1,79.6,nt,79.7,106.5,82.3,59.3,nt,90.2
O=C(OCC1CC2(Cl)C(Cl)=C(Cl)C1(Cl)C2(Cl)Cl)C1C(C(=O)OCC2CC3(Cl)C(Cl)=C(Cl)C2(Cl)C3(Cl)Cl)C2(Cl)C(Cl)=C(Cl)C1(Cl)C2(Cl)Cl (configuration not stated),107.0,nt,102.8,108.0,98.5,nt,nt,103.0

# Screening data: PubChem BioAssay, NCI
